Assay outcomes deposited in PubChem by National Center for Advancing Translational Sciences (NCATS).
Luciferase inh – Firefly luciferase inhibition profiling of diverse chemical library using quantitative high-throughput screening; Luciferin 4-monooxygenase (Photinus pyralis), P08659; purified P. pyralis luciferase, luminescence, biochemical; Potency, µM (series often up to 115 µM), for inactives: at the top dose activity change, negative = inhibition, hits mostly inhibitors; hit rate 2.5% among 76,000; further: potency means the concentration at half of the fitted maximal effect; nearly all actives have a fitted effect of over 65% in size
Target sequence (P08659 whole entry, looked up): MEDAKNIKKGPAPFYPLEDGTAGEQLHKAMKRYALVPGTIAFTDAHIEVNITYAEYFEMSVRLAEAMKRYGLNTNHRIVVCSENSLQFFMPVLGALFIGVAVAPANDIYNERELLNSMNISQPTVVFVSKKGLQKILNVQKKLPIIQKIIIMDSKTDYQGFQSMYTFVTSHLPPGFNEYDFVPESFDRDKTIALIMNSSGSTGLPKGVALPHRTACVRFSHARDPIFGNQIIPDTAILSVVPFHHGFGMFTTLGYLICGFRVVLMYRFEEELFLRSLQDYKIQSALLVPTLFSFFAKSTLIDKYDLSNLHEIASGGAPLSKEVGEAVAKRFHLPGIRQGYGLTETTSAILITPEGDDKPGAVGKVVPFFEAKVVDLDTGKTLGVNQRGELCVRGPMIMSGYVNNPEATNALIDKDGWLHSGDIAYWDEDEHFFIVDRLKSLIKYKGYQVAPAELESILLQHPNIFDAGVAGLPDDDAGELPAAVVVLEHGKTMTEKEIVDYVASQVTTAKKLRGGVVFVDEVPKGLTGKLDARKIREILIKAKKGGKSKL
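Inhibitors were tested against purified firefly luciferase in a biochemical, low-substrate format (both substrates at 10uM) and luminescence measured with a CCD imager.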
SNCA expr inhib – Primary qHTS assay for inhibitors of alpha-synuclein gene (SNCA) expression; HEK-293 SNCA-luciferase knock-in, luminescence, 24 h; Potency, µM (series often up to 57.2 µM), inactives show at the highest dose activity change, negative = inhibition, actives largely listed as inhibitors; hit rate 0.17% among 140,000; AID 1671194, 2021;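 further: potency means the concentration at half of the fitted maximal effect; plate controls were DMSO cells for no effect and cell-free wells for full effect; nearly all actives have a fitted effect of over 45% in size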
IP6K1 inh – Primary qHTS assay for small molecule inhibitors of Inositol hexaphosphate kinase 1 (IP6K1). IP6K1 kinase, ADP-Glo luminescence, 2 h; hits give low values. Inositol hexakisphosphate kinase 1 (Homo sapiens), Q92551. activity change, % (series mostly up to about 58 µM). hit rate 0.81% among 140,000; in the data active means activity change below about -25%
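ADP-Glo luminescence measures ADP made by human IP6K1 during a 2 h RT reaction with ATP/IP6 (mix at 1.3 mM/130 uM); top library doses 57.5 and 19.1 uM final.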
GPT2 inh – Primary qHTS assay for inhibitors of Glutamate pyruvate transaminase 2 (GPT2); Recombinant GPT2, coupled pyruvate oxidase/HRP Amplex Red fluorescence; Potency, µM (doses to about 57.7 µM), for inactives: top-dose activity change, negative = inhibition, most hits filed as inhibitors; Alanine aminotransferase 2 (Homo sapiens), Q8TD30; hit rate 0.25% among 100,000; further: potency means the concentration at half of the fitted maximal effect; nearly all actives have a fitted effect of over 60% in size; many of its hits are not listed in these tables
Target sequence (Q8TD30 whole entry, looked up): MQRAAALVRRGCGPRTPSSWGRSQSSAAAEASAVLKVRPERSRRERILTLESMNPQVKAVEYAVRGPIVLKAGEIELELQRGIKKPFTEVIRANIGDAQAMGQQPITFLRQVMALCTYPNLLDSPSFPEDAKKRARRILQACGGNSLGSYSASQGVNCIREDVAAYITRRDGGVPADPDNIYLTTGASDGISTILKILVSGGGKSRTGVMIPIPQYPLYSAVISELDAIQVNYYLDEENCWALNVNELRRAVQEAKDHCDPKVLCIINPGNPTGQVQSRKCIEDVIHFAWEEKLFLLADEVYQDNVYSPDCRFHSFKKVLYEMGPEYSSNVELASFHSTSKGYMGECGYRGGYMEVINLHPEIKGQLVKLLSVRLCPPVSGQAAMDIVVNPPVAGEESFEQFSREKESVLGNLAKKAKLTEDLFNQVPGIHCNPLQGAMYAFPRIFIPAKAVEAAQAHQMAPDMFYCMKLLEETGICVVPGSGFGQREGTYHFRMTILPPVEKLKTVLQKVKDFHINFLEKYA
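GPT2 10ng/uL, a-KG 250uM, L-Ala 2mM, HEPES pH7.5 + 0.0001% Tween; 30 min RT. Then Amplex mix (PO/HRP/ThPP), 30 min RT dark, fluorescence. AOA 50uM used as positive control.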
3T3 cytotox – Cytotoxic Profiling in NIH 3T3 Cell Line of Diverse Libraries Using Quantitative High-Throughput Screening. NIH 3T3 viability, CellTiter-Glo ATP luminescence, 48-72 h. hit rate 4.3% among 94,000. AID 1345082, 2018. Potency, µM (doses to about 96.7 µM), for inactives: at the highest dose activity change, negative = cytotoxicity, actives largely listed as inhibitors; further: potency means the concentration at half of the fitted maximal effect; nearly all actives have a fitted effect of over 55% in size
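First NIH 3T3 cells are plated at 400 cells/well; next compound is pinned in; then plates incubate 48 or 72 hr at 37 °C; finally CellTiter-Glo is added and luminescence read after 10 min.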
HEK293 tox – Cytotoxic Profiling in HEK 293 Cell Line of Diverse Libraries Using Quantitative High-Throughput Screening; hit rate 6.6% among 94,000; AID 1345083, 2018; Potency, µM (titrated, usually from 115 µM), for the others: at the highest dose activity change, negative = cytotoxicity, hits mostly inhibitors; HEK 293 viability, ATP luminescence (CellTiter-Glo), 48-72 h; further: potency means the concentration at half of the fitted maximal effect; nearly all actives have a fitted effect of over 60% in size
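Viability of HEK 293 cells, plated at 250 cells/well, was judged by cellular ATP after compound treatment for 48 or 72 hr. Luminescence was imaged 10 min after CellTiter-Glo addition at room temperature.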
HEK293 viab – GF-AFC viability counterscreen for inhibitors of alpha-synuclein gene (SNCA) expression; HEK-293-SNCA-luc viability, GF-AFC fluorescence, 24 h; Potency, µM (titrated, usually from 57.1 µM), without a hit: at the top dose activity change, negative = cytotoxicity, hits mostly cytotoxic; hit rate 0.12% among 150,000; AID 1671193, 2021;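 further: potency means the concentration at half of the fitted maximal effect; 0% = DMSO-treated cells and -100% = medium-only wells without cells; nearly all actives have a fitted effect of over 30% in size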
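HEK-293-SNCA-luc cells (1500/well) plated 24 h, then exposed 24 h to a dilution series; GF-AFC added 30 min at 37C, fluorescence 405/540 nm; normalised to medium-only and DMSO wells, Hill fit.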
Starred values were filed as active, the others as inactive; i = inactive; ? = inconclusive; / = no result given; [ ] = another dose, or the depositor's remark. Unless noted, the call rests on the fitted dose curve; in most records, active means well fitted curve in the direction sought with a large enough effect; inconclusive means small, poorly fitted or top-dose-only effect, or another doubt; inactive means no such curve, though single readings can be large; an effect the other way counts as inactive or inconclusive. Unless noted, on the % scale 0 is the no-effect control and ±100 the full control effect. Not a hit list (roughly 7.7% active in at least one column).

SMILES	Luciferase inh	SNCA expr inhib	IP6K1 inh	GPT2 inh	3T3 cytotox	HEK293 tox	HEK293 viab
COc1ccc(-n2nc(-c3ccccc3)n(CC(=O)N(C)CC(C)C)c2=O)cc1	-6%	19%	8	i	79µM*	-14%	-3%
COc1cc(NC(=O)C(CC(C)C)NS(=O)(=O)c2ccc3c(c2)CCN3C(C)=O)cc(OC)c1 (configuration not stated)	/	-10%	24	/	/	/	5%
CCOC(=O)[C@@H]1CN(C(=O)c2cccc3c2OC(F)(F)O3)[C@H]2c3cccc(F)c3O[C@@H]12	/	/	23	/	?	?	/
CN1CCCC1CCNc1nccc(-c2cnn(-c3ccc(F)cc3)c2)n1 (configuration not stated)	?	10%	5	-5%	?	45µM*	3%
Cn1ncc2c(C(=O)N3CCC(c4ccccc4)CC3)cc(-c3cccc(F)c3)nc21	/	/	-5	/	?	?	/
CC(=O)c1ccc(NC(=O)CCc2c(C)nc3c(c2C)c(=O)n(C)c(=O)n3C)cc1	/	47%[activator]	27	/	/	/	-4%
COc1ccc(OC)c(CNS(=O)(=O)c2cc(-c3onc(C)c3C)ccc2C)c1	/	7%	-46*	/	/	/	3%
CS(=O)(=O)N(C1CCOCC1)C1CN(C(=O)c2c[nH]c3ccccc23)C1	-12%	2%	-2	i	i	i	4%
COc1cccc(-c2c(C(=O)NCc3cccc(Cl)c3)nc3sccn23)c1	/	?	8	i	?	?	-28%
O=C(Nc1ccc(Cl)cc1)N1CCN(CCCn2nc3n(c2=O)CCCC3)CC1	/	/	-6	/	-15%	-6%	/
Cc1ncsc1C(=O)N1CC(COc2ccccc2)C2(C1)CN(c1ccccc1)C2 (configuration not stated)	2%[172 µM]	14%[87.6 µM]	1	-4%[88.5 µM]	?	100µM*	0%[87.6 µM]
COc1ccc(-c2ccc(C(=O)N(C)c3ccccc3)cc2)nn1	/	/	-17	/	13µM*	22µM*	/
O=C1OCCCN1C1CCN([S+](=O)([O-])c2cccc(C(F)(F)F)c2)CC1	/	5%	-2	-9%	4%	i	-5%
Cc1cc(F)ccc1CN1CCC(CO)(CN2CCCC2)CC1	-5%	-5%	8	-22%	?	?	4%
Cc1ccc(CN(C)Cc2ccccc2C(F)(F)F)cc1	3%[172 µM]	-13%[87.6 µM]	-10	?	i	1%[172 µM]	5%[87.6 µM]
Oc1ccccc1CN1CCC(O)(c2csc(CN3CCOCC3)n2)CC1	2%[172 µM]	7%[87.6 µM]	10	-5%[88.5 µM]	i	i	-1%[87.6 µM]
CN1Cc2ccc(Nc3ccccc3)nc2C(C)(C(=O)NCc2cccs2)C1 (configuration not stated)	2%[172 µM]	-15%[87.6 µM]	17	?	?	71µM*	-22%[87.6 µM]
CNC(=O)[C@@H]1C[C@@H](N)CN1C(=O)c1ccc(OC)c(OC)c1OC	-3%	2%	14	1%	-13%	-6%	6%
CCC1CCCCN1C(=O)c1ccc(-c2nnc3ccc(NC(=O)C4CCC4)cn23)cc1 (configuration not stated)	-10%	-1%	-1	-10%	?	?	-1%
Cc1ccc(CN2CCc3nc(C4CC4)nc(-c4ccc(O)cc4)c3C2)cc1	-2%	4%	12	-5%	?	?	2%
Cc1cc2nc3n(c(=O)c2n1CC(=O)Nc1ccc2c(c1)OCCO2)CCCCC3	-16%	16%	5	i	-18%	?	12%
CCC(Cc1ccccc1)NC(=O)CN1C(=O)COc2ccc(S(=O)(=O)N3CCCCCC3)cc21 (configuration not stated)	/	-14%	-16	/	/	/	-8%
O=C(Nc1cccc(-c2ccc(N3CCCC3)nn2)c1)Nc1c(F)cccc1F	14µM*	-29%	7	-25%	?	?	-9%
CCOc1ccc(CCNC(=O)c2cc3c(=O)n(C)c4ccccc4c3n2C)cc1	/	1%	9	/	/	/	-2%
O=C(Nc1ccc(F)cc1F)c1cc(-c2ccc[nH]2)n[nH]1	14µM*	203%[activator]	-12	i	-24%	?	4%
The listing continues.
SMILES	Luciferase inh	SNCA expr inhib	IP6K1 inh	GPT2 inh	3T3 cytotox	HEK293 tox	HEK293 viab
Clc1ccccc1-c1cc(C2CCN(Cc3cc4n(n3)CCNC4)CC2)[nH]n1	-7%	32%[activator]	-1	-30%	?	?	-17%
CNC(=O)c1cc(C2CC2)nc2onc(C3CCN(C(=O)c4ccccc4F)CC3)c12	/	/	-3	/	-32%	?	/
COc1cccc2cc(C(=O)Nc3ccc(F)c(F)c3)c(=O)oc12	/	-13%	8	/	/	/	-2%
CCOc1ccccc1C(=O)N1CCC(CC(=O)NCc2ccccc2)C1 (configuration not stated)	-15%	-14%	6	i	i	5%	-2%[12.5 µM]
CC(=O)N1CCC(C2CCN(Cc3cc(F)c(F)cc3F)C2)CC1 (configuration not stated)	-6%	-24%	-5	i	3%	-27%	-22%[12.5 µM]
COCCNC(=O)C1c2ccccc2C(=O)N(C2CCCC2)C12CCCC2 (configuration not stated)	-10%	-6%	22	-13%	-9%	-24%	-11%
NC[C@@](O)(c1ccc(Cl)cc1)c1ccc(-c2cn[nH]c2)cc1	/	/	-8	-3%	/	/	24µM*
COc1ccc(-n2nc(C(=O)NCCc3ccc(OC)c(OC)c3)c3c4ccccc4n(C)c3c2=O)cc1	/	-5%	20	/	/	/	-2%
CCn1ccc(C(=O)N2[C@@H]3CC[C@H]2CC(NC(=O)c2ccncc2)C3)n1 (some centres not stated)	-4%	-12%	9	i	i	i	1%
Cc1ccc(C)c(C(=O)NCCn2ccn3nc(-c4cc(C)ccc4C)cc3c2=O)c1	-13%	?	0	i	?	40µM*	-16%
COc1ccc2c(c1)CC(C(=O)NCCN1CCN(c3cccc(Cl)c3)CC1)CO2 (configuration not stated)	/	-25%	3	/	/	/	-4%
O=C(CNC(=O)c1ccc(F)cc1)OCc1cc(=O)n2ccsc2n1	/	5%	-4	/	/	/	6%
CC1=C(C(N)=O)C(c2cccc(O)c2)n2ncnc2N1 (configuration not stated)	/	26%	-12	/	/	/	0%
COc1ccc(Cn2ccc3nc(C)c(C(=O)Nc4cc(C)cc(C)c4)cc3c2=O)cc1	/	-1%	-10	/	/	/	6%
COCCN1CCCN(C(=O)c2cccc(OC)c2)c2ccccc21	-18%	4%	1	-2%	-25%	?	3%
CCCCc1ccc(CN2C[C@@H]3CC[C@H](C2)N(Cc2ccccn2)C3=O)s1	-12%	?	0	i	?	?	-2%
COc1ccc(COC(=O)C2=C(C)NC(=O)CC2c2cccc(Cl)c2Cl)cc1 (configuration not stated)	/	-4%	34	/	/	/	8%
CCOC(=O)c1c(C)[nH]c(C)c1S(=O)(=O)NCC(=O)NCc1ccccc1C	/	-5%	53	/	/	/	-4%
COc1ccc(CCNC(=O)CCCn2c(=O)c3ccccc3n(CC(=O)Nc3cc(Cl)ccc3C)c2=O)cc1OC	/	10%	-10	/	/	/	?
O=C(Nc1cnc(-c2cccc(Cl)c2)nc1)c1ccc(F)cc1F	-8%	45%[activator]	-3	-7%	?	?	-6%
CNC(=O)C1CCC(Cn2c(=O)c3sccc3n(CC(=O)N3CCCCC3C)c2=O)CC1 (configuration not stated)	/	19%	-2	/	/	/	14%
O=C(c1n[nH]c(=O)c2ccccc12)N1CC2CC(C1)[C@H]1CCCC(=O)N1C2 (some centres not stated)	-7%	-25%	38	-4%	3%	1%	-7%
CN(C)c1cccc(C(=O)Nc2cccc(-c3nnc4n3CCCC4)c2)c1	?	18%	1	i	-27%	?	-6%
COc1cccc(CN2CCCC(O)(CN3CCSCC3)C2=O)c1 (configuration not stated)	8%	7%	5	-12%	-5%	-7%	2%
O=C(NC1CC1)C1CCC(=O)N(CCCc2ccccc2)C1 (configuration not stated)	0%	4%	2	i	i	-3%	3%

A second format for 2 compounds above:
SMILES | Luciferase inh | SNCA expr inhib | IP6K1 inh | GPT2 inh | 3T3 cytotox | HEK293 tox | HEK293 viab
CCn1ccc(C(=O)N2[C@@H]3CC[C@H]2CC(NC(=O)c2ccncc2)C3)n1 (some centres not stated) | -4% | -12% | 9 | i | i | i | 1%
O=C(c1n[nH]c(=O)c2ccccc12)N1CC2CC(C1)[C@H]1CCCC(=O)N1C2 (some centres not stated) | -7% | -25% | 38 | -4% | 3% | 1% | -7%

Next part.
SMILES	Luciferase inh	SNCA expr inhib	IP6K1 inh	GPT2 inh	3T3 cytotox	HEK293 tox	HEK293 viab
CCCS(=O)(=O)NCCc1sc2nc(-c3ccc(F)cc3)nn2c1C	/	102%[activator]	24	/	/	/	?
Cc1ccc(C2NC(=O)N(CC(=O)NC(C)CCc3ccccc3)C3=C2C(=O)OC3)cc1 (configuration not stated)	-6%	-13%	-2	i	-30%	?	-5%
COc1ccc(NC(=O)Cc2coc3cc(C)cc(C)c23)c(OC)c1	/	9%	-13	/	/	/	-10%
COCCN1CCC(N2CCN(C(=O)c3ccsc3)CC2)C1=O (configuration not stated)	1%	-28%	0	i	-23%	-18%	-4%
Cc1cc(OCC(=O)N(Cc2ccc(N(C)C)cc2)Cc2ccco2)cc(C)c1Cl	/	?	33	/	/	/	-2%
CN1CCC(N[C@H]2C[C@@H](Cc3cc(CN(C)Cc4ccccc4)on3)C2(C)C)CC1	-7%[172 µM]	-19%[87.6 µM]	0	2%[88.5 µM]	28µM*	40µM*	-11%[87.6 µM]

Reformatted field by field: part of the list above.
> Cc1cc2nc3n(c(=O)c2n1CC(=O)Nc1ccc2c(c1)OCCO2)CCCCC3
  Luciferase inh: -16%; SNCA expr inhib: 16%; IP6K1 inh: 5; GPT2 inh: i; 3T3 cytotox: -18%; HEK293 tox: ?; HEK293 viab: 12%

> CCC(Cc1ccccc1)NC(=O)CN1C(=O)COc2ccc(S(=O)(=O)N3CCCCCC3)cc21 (configuration not stated)
  Luciferase inh: /; SNCA expr inhib: -14%; IP6K1 inh: -16; GPT2 inh: /; 3T3 cytotox: /; HEK293 tox: /; HEK293 viab: -8%

> O=C(Nc1cccc(-c2ccc(N3CCCC3)nn2)c1)Nc1c(F)cccc1F
  Luciferase inh: 14µM*; SNCA expr inhib: -29%; IP6K1 inh: 7; GPT2 inh: -25%; 3T3 cytotox: ?; HEK293 tox: ?; HEK293 viab: -9%

> CCOc1ccc(CCNC(=O)c2cc3c(=O)n(C)c4ccccc4c3n2C)cc1
  Luciferase inh: /; SNCA expr inhib: 1%; IP6K1 inh: 9; GPT2 inh: /; 3T3 cytotox: /; HEK293 tox: /; HEK293 viab: -2%
